Compound activity from PubChem.
NR3A LBD binder: modulates the human NR3A ligand-binding domain | NR3A LBD differential scanning fluorimetry, Tm shift; 0% = protein alone, 100% = glycine-bound protein | Tm shift relative to glycine control, % at 25 µM | AID 1259313 | 2.5% of 340,000 active;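 active means melting temperature shift of at least 10% of the positive control shift, at one fixed dose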
EBI2 antag: antagonists of human EBI2 receptor; P32249; EBI2 beta-arrestin recruitment, luminescence, 7a,25-OHC stimulated; 0.81% of 360,000 active; inhibition, % at 5 µM; in the data active means inhibition above about 38%;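 further: enzyme fragment complementation signal reports receptor beta-arrestin coupling in cells; 0% = agonist plus DMSO wells and 100% = wells without agonist; some results beyond the cut were filed as inactive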
APOBEC3A inh: human APOBEC3A DNA deaminase inhibition; recombinant A3A, FAM/TAMRA ssDNA deamination fluorescence; inhibition, % at 20 µM; 0.41% of 330,000 active; AID 493011;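 active means at least 40% inhibition at 20 µM here, with at most 30% in a related deaminase screen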;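 further: plate controls were A3A with DMSO for no effect and wells lacking A3A enzyme for full effect; some results filed as inactive read as strong as hits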
Target sequence (P31941 whole entry, looked up): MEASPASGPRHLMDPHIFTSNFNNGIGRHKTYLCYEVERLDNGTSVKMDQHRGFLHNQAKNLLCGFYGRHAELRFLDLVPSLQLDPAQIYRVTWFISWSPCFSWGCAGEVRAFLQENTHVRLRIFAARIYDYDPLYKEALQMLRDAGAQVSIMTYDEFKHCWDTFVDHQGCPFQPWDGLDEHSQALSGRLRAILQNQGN
CCR6 antag: antagonists of human CCR6 receptor; inhibition, % at 20 µM; 0.49% of 340,000 active; AID 493098; CHO-K1 CCR6 PathHunter beta-arrestin, luminescence, CCL20-stimulated; P51684;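 active means compounds whose inhibition of the agonist-driven luminescence signal at 20 µM reaches about 50%, limit read from the data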;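 further: cells stimulated with CCL20 at 14 nM final; plate controls were DMSO with CCL20 for no effect and DMSO without agonist for full effect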
MPTP inh: permeability transition pore inhibition; isolated mouse mitochondria, Ca2+ swelling absorbance, 30 min; 1.4% of 360,000 active; inhibition, % at 10 µM;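 active means inhibition of 50% or more, scaled per plate between neutral and stimulator controls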;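 further: 0% = DMSO wells given calcium and 100% = 1 mM EGTA wells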
Gli-Sufu antag: Gli-Sufu pathway antagonism. Sufu-KO-LIGHT fibroblasts, Gli luciferase reporter luminescence. inhibition, % at 5 µM. 0.74% of 340,000 active;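 active means inhibition above about 55%, limit read from the data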;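 further: 0% = DMSO-treated cells and 100% = wells with medium but no cells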
CXCR6 inh: blocks human CXCR6 beta-arrestin recruitment. AID 602244. O00574. inhibition, % at 20 µM. CHO-K1 PathHunter CXCR6 beta-arrestin, luminescence. 0.36% of 360,000 active; in the data active means inhibition above about 34%, passing the limit was not always enough;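 further: antagonist mode with CXCL16 agonist at 10 nM final; 0% = 10 nM CXCL16 with DMSO and 100% = unstimulated wells without agonist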
Target sequence (O00574 whole entry, looked up): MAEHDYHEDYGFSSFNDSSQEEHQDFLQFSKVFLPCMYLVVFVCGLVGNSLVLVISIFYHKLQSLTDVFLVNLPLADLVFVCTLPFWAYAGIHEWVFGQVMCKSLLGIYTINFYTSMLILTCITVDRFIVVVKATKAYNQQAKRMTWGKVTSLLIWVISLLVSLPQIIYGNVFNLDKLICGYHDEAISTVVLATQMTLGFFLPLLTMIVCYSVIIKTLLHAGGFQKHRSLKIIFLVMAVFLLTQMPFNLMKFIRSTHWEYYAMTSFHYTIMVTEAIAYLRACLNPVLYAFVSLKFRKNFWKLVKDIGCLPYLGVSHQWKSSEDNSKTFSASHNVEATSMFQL
APOBEC3G inh: APOBEC3G (human) deaminase inhibition | recombinant A3G, ssDNA deamination FAM/TAMRA fluorescence | Q9HC16 | 0.28% of 330,000 active | inhibition, % at 20 µM | AID 493012;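 active means inhibition of at least 40% at 20 µM, with no more than 30% in the related APOBEC3A deaminase screen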;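 further: plate controls were DMSO wells with A3G for no effect and wells lacking A3G enzyme for full effect; some compounds called inactive have numbers as strong as hits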
Target sequence (Q9HC16 whole entry, looked up): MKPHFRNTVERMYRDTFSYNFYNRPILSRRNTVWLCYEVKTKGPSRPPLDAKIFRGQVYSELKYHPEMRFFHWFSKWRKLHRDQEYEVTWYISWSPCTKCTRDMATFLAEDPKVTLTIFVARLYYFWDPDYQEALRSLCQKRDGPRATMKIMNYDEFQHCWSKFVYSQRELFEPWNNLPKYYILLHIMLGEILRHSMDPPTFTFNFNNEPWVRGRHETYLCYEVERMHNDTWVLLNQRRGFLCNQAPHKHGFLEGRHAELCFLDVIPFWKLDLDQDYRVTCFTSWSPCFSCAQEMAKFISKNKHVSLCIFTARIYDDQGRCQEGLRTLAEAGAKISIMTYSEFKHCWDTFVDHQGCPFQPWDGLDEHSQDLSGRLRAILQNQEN
Numbers without * were called inactive; x = no result given. Compounds as they come. About 5.8% of those tested had a hit in this group.

SMILES	NR3A LBD binder	EBI2 antag	APOBEC3A inh	CCR6 antag	MPTP inh	Gli-Sufu antag	CXCR6 inh	APOBEC3G inh
COc1ccc(NC(=O)CN(C)C(=O)c2ccc(=O)[nH]c2)cc1	0	-2	20	7	0.1	2	-4	-4
COc1cccc(NC(=O)CNC(=O)c2ccc(F)cc2)c1	-2	-5	-6	8	-0.4	-7	-19	-7
Cc1ccc2c(C)c(C(=O)Nc3ccc(S(N)(=O)=O)cc3)oc2c1C	-1	3	1	4	0.0	6	5	-6
CCC(=O)N1N=C(c2ccc(NS(=O)(=O)c3ccccc3)cc2)CC1c1ccco1 (centres undefined)	-6	-7	-4	9	-3.4	-19	8	-8
Cc1ccc(NC(=O)OCCN2CCN(Cc3ccccc3)CCC2=O)cc1C	0	13	2	4	0.2	-20	0	15
CSCC[C@H](NC(=O)c1cccc(S(=O)(=O)N2CCCCC2)c1)c1nc2ccccc2[nH]1	1	6	-1	16	1.5	-6	1	-5
COc1ccccc1CNC(=O)C1CCN(S(=O)(=O)N2CC(C)CC(C)C2)CC1 (centres undefined)	0	-1	1	3	2.4	7	2	-2
O=C(C1CCN(S(=O)(=O)c2cccc3cccnc23)CC1)N1CCN(c2ccccc2)CC1	-5	3	1	17	-1.4	8	-1	-4
COC(=O)/C=c1/sc2nc3ccccc3n2c1=O	-3	0	1	17	1.0	1	10	73*
Cc1cc(C)nc(Sc2ccc3nnc(C(F)(F)C(F)(F)C(F)(F)F)n3n2)n1	-2	2	-2	-5	-1.1	-15	0	5
COc1cc(C(C)=O)ccc1Oc1ncccn1	-1	-2	0	-6	0.9	1	-4	-1
Cc1ccc(C)c(N2CCN(S(=O)(=O)c3c(C)[nH]c(C)c3C(=O)N3CCCC3)CC2)c1	-1	1	1	18	-1.6	-7	11	-3

The list goes on; the last 4 above are carried over.
SMILES	NR3A LBD binder	EBI2 antag	APOBEC3A inh	CCR6 antag	MPTP inh	Gli-Sufu antag	CXCR6 inh	APOBEC3G inh
COC(=O)/C=c1/sc2nc3ccccc3n2c1=O	-3	0	1	17	1.0	1	10	73*
Cc1cc(C)nc(Sc2ccc3nnc(C(F)(F)C(F)(F)C(F)(F)F)n3n2)n1	-2	2	-2	-5	-1.1	-15	0	5
COc1cc(C(C)=O)ccc1Oc1ncccn1	-1	-2	0	-6	0.9	1	-4	-1
Cc1ccc(C)c(N2CCN(S(=O)(=O)c3c(C)[nH]c(C)c3C(=O)N3CCCC3)CC2)c1	-1	1	1	18	-1.6	-7	11	-3
OCCC1CN(Cc2cccc3c2OCO3)CCN1C1CCCCC1 (centres undefined)	1	-3	-2	9	-0.8	13	5	-4
Cc1nn(Cc2ccc(C(=O)N3CCN(C(=O)c4ccco4)CC3)o2)c(C)c1[N+](=O)[O-]	3	-5	-5	8	0.1	-4	0	-4
CN(c1cccc(NC(=O)c2ccc(C(C)(C)C)cc2)c1)S(C)(=O)=O	3	2	-2	-9	-0.1	-52	-11	-17
Cc1ccc(SCCC(=O)NCCSCc2ccccc2C)cc1	-14	6	2	22	-6.3	-1	-2	-1
CC(C)(C)NC(=O)COC(=O)c1ccc(O)cc1	-2	-3	-3	14	-3.1	-23	-4	-1
CCn1c(NCc2ccccn2)nc2c1c(=O)n(C)c(=O)n2C	0	-2	-3	5	-4.0	1	8	-5
Nc1nonc1-n1nnc(C(=O)N/N=C/c2cccc(Cl)c2)c1CN1CCCCCC1	-1	-5	-1	2	0.5	11	-1	-5
C/C=C/C=C\C(=O)Nc1cccc(C2=NOC3(C2)C[C@@H](C(N)=O)N(C(=O)/C(C)=C/C)C3)c1 (some centres undefined)	-5	4	0	0	1.7	-18	-3	-8
Cc1c(C(C)CCCO)oc(=O)c2c1Oc1c(C)c(C(C)C[C@@H](C)O)oc(=O)c1C2 (some centres undefined)	1	1	-2	6	-0.9	22	3	-4
Cc1ccc(S(=O)(=O)N2CC(O)CC2C(=O)OCc2nc3sc(C)c(C)c3c(=O)[nH]2)cc1 (centres undefined)	6	-14	38	4	0.7	-8	0	8
O=C(COC(=O)[C@H](Cc1ccccc1)N1C(=O)c2ccccc2C1=O)Nc1ccc2c(c1)OCO2	-7	7	-3	18	2.4	1	-13	-6
COc1cccc(CNC(=O)N2CCN(c3ccccc3C)CC2)c1	-1	35	0	16	0.2	-11	8	-3
N#C/C(=C\c1ccc(OCc2ccc(Cl)cc2)cc1)C(=O)Nc1cccc(C(=O)O)c1	-7	2	-4	25	1.8	-1	2	-3
CC(C)NC(=O)N(C)C[C@H]1Oc2ccc(NC(=O)C3CCCCC3)cc2C(=O)N([C@H](C)CO)C[C@@H]1C	-3	-6	-3	-7	-0.1	-10	-1	-10
Cc1ccc(C)c(S(=O)(=O)N2CCN(C(=O)c3ccnn3C)CC2)c1	-1	2	1	2	-0.7	3	1	-1
COCCSc1nc2c(c(=O)[nH]c(=O)n2C)n1Cc1cccc(C)c1	-1	-8	-2	9	0.9	22	-3	-2
O=C1CC(N2CCC(c3nc4ccccc4[nH]3)CC2)C(=O)N1c1cccc(F)c1 (centres undefined)	-1	0	1	10	0.0	5	-12	-3
Cc1oc(C(C)(C)C)cc1C(=O)Nc1ccc2c(c1)OCCO2	-2	15	-1	-2	-1.4	-75	-5	-2
COCCOc1ccc(C(F)(F)F)cc1NC(=O)COC(=O)C12CC3CC(CC(O)(C3)C1)C2	26*	-3	-3	16	-2.7	6	0	-5
COc1ccc(Cn2nnnc2C(c2ccccn2)N2CCN(c3cc(Cl)ccc3C)CC2)cc1 (centres undefined)	-4	14	0	19	0.9	16	7	0
COc1cccc(/C(C)=N/NC(=O)c2cc(-c3cccnc3)nc3ccccc23)c1	-1	-1	2	-4	5.1	9	5	0
CC1(C)C([N+](=O)[O-])C(c2ccc(F)cc2)NC(c2ccc(F)cc2)C1[N+](=O)[O-] (centres undefined)	-8	19	1	4	6.8	13	1	0
COc1ccc(OC)c(NC(=O)CCc2nnc3ccc(N4CCC(C)CC4)nn23)c1	-7	0	2	4	0.4	-21	-1	1
Cc1cc(=O)oc2cc(OCC(=O)Nc3cccnc3)ccc12	1	3	1	7	1.0	-8	0	-1
COc1ccccc1C(C)NC(=O)CCNC(=O)c1ccc(Cl)cc1 (centres undefined)	-1	-4	-3	-2	-1.0	0	-5	-7
CN(C)c1ccc(-c2cc(O)c3ncccc3c2)cc1	-7	-4	1	10	1.8	0	-7	-4
CCOc1ccc(NS(=O)(=O)c2cc(C(=O)N3CC(C)OC(C)C3)ccc2C)cc1 (centres undefined)	0	-8	1	-3	-1.4	-8	5	-5
CC1CCCCC1NC(=O)Cn1c(=O)oc2cc(S(=O)(=O)N3CCCC3)ccc21 (centres undefined)	1	-3	-1	19	-1.1	-1	4	-10
CC(C)(C)C(=O)NC(NC(=S)Nc1ccc(S(N)(=O)=O)cc1)C(Cl)(Cl)Cl (centres undefined)	-1	-1	2	11	-2.5	23	3	-3
CN(C(=O)Cn1cc([N+](=O)[O-])ccc1=O)C1CCCCC1	1	-7	2	-6	-1.0	4	-1	-5
O=C(Nc1ccc2c(c1)CCC2)c1ccccc1F	-5	13	4	2	-0.5	x	10	-8
COc1nc(-c2ccccc2)c2c(c1C#N)CC(C)(C)OC2	-1	6	2	2	9.9	15	3	4
CC(CNC(=O)Cn1cnc2c(NCc3ccccc3)ncnc21)c1ccccc1 (centres undefined)	2	3	3	12	0.0	2	8	4
COc1ccc(O)c(/C=N/NC(=O)c2ccc(OCc3cccc(Br)c3)cc2)c1	27*	1	10	1	8.4	26	4	8
O=C(CC(c1ccccc1)c1ccco1)N1CCOCC1 (centres undefined)	-1	12	-3	8	1.7	2	-3	-4
O=C(CSc1ccc(S(=O)(=O)N2CCOCC2)cn1)Nc1ccc(F)c(F)c1	-2	-6	-2	-3	4.3	5	-9	-1
CCCCCn1nc(C)c(/C=N\NC(=O)c2cc(C)oc2C)c1C	-3	6	-5	11	1.4	2	2	-11
O=c1oc2ccccc2cc1-c1csc(Cc2nc(-c3ccc(Br)cc3)cs2)n1	0	9	-2	2	1.1	9	-6	-5
COC(=O)[C@@]12CCCCN1[C@H](c1ccc(-c3ccc(C(C)=O)cc3)cc1)[C@H]1C(=O)N(C)C(=O)[C@H]12	-1	-2	-5	0	0.1	-10	11	-2
CCOc1c(S(=O)(=O)NC2CC(C)(C)NC(C)(C)C2)ccc(Cl)c1Cl	0	-11	1	17	0.0	15	2	-3
O=C(COC(=O)[C@@H]1CC(O)CN1S(=O)(=O)c1ccc2c(c1)OCCO2)NCc1ccc(F)cc1 (some centres undefined)	0	4	-6	-13	1.2	3	0	-9
COCCN(C(=O)C1CCCO1)c1c(N)n(CC(C)C)c(=O)[nH]c1=O (centres undefined)	3	-2	-6	5	0.2	2	-1	-5
CCCOc1ccc(CC(=O)NNC(=S)Nc2ccccc2)cc1Br	19*	3	1	27	39	5	-6	1
COc1ccc(C(=O)Nc2ccc3oc(-c4cccc(F)c4)nc3c2)cc1OC	2	9	6	3	-0.5	4	-3	-6
Cc1cc(O)c(-c2cc(C(=O)NCc3ccc4c(c3)OCO4)[nH]n2)cc1C	-2	2	-1	-2	8.3	0	3	0
Cc1ccnn1CCC(=O)O	0	11	-7	5	-0.9	2	-4	-5
O=C1C=CC(=O)c2c(O)c(N3CCN(CCOCCO)CC3)c(Br)c(O)c21	-7	-23	x	112*	7.4	36	76*	x
Cc1ccc(-n2c(O)c(C=NCc3ccccn3)c3ccccc3c2=O)cc1	0	-3	1	25	1.7	-2	2	-3
O=C(Nc1ccc(C(F)(F)F)cc1)c1cnc(N2CCN(c3ccccn3)CC2)c2ccccc12	1	-9	1	-7	1.5	29	5	-2
Cc1cc([N+](=O)[O-])nn1CC(=O)N1N=C(C(F)F)CC1(O)C(F)F (centres undefined)	-2	-12	7	11	-0.6	-2	3	0
O=C(NN1CCOCC1)c1cc(-c2ccccc2)nc2ccccc12	0	-1	-1	-3	-1.1	5	2	0
COc1ccc(OC)c(S(=O)(=O)N2CCN(C(=O)c3cc(C4CC4)nn3-c3ccccc3)CC2)c1	0	4	-3	21	0.2	3	13	-5
Cc1nc(OCC(=O)c2ccc(Cl)cc2)c(C#N)c2c1COC(C)(C)C2	-2	16	1	12	-3.2	1	5	-1
CCCc1cc2c(cc1NC(=O)c1ccc(C(C)(C)C)cc1)OCO2	5	1	1	6	1.4	-18	3	2
COc1ccc(NC(=O)CSc2nc3ccccc3c(=O)n2CCC(=O)N2CCCCC2)cc1	-2	22	-2	15	3.7	-6	7	-7
O=C(NCCCc1nc2ccccc2[nH]1)c1cccs1	0	-4	-4	-2	-0.5	-2	-16	-6
COc1ccc(NC(NC(=O)c2ccc(OC)cc2)C(Cl)(Cl)Cl)cc1 (centres undefined)	-4	-10	-3	17	12	8	-8	-6
O=C(NCc1ccco1)c1csc2c1CCCC2	0	12	-1	3	-2.5	-1	9	-2
COC(=O)c1sc(N2C(=O)C(O)=C(C(=O)c3ccc(C)o3)C2c2ccc([N+](=O)[O-])cc2)nc1C (centres undefined)	-2	-5	-4	17	-0.4	2	12	-5
c1ccc(-c2nc(-c3ccco3)n3ccccc23)cc1	-1	11	20	17	-0.1	6	2	4
Cc1ccc(C)c(S(=O)(=O)C(C#N)c2nc3ccccc3nc2N2CCOCC2)c1 (centres undefined)	-2	-4	-5	6	53*	13	-5	-6
CC(C)Cn1c(O)c(/C=C2\C=NN=C2c2ccccc2)sc1=S	30*	-22	-1	15	44	15	13	-6
